Salmonella PhoP GFP – PhoP regulon inhibitors, Salmonella typhi PhoP promoter GFP reporter, confirmatory (AID 1850); Salmonella Typhi PhoP-promoter GFP reporter, fluorescence, 4 h; higher % means a stronger effect; inhibition, % at 50 µM, or IC50 in µM where a hit was titrated; 310,000 compounds, 0.33% hits; in the data active = a potency from the dose series; inconclusive = inhibition mostly from about 25% at the one dose, without a potency; inactive = the rest, 99 in 100 with inhibition below about 19%;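 note: 0% = induced wells with vehicle and 100% = uninduced wells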
tuberculosis growth – growth inhibition of non-replicating M. tuberculosis (AID 488890); 320,000 compounds, 0.39% hits; Mycobacterium tuberculosis non-replicating, growth inhibition; higher % means a stronger effect; one-dose inhibition, % at 25 µM; IC50 in µM for titrated hits; in the data active = a potency from the dose series; inconclusive = inhibition mostly from about 82% at the one dose, without a potency; inactive = the rest, 99 in 100 with inhibition below about 76%;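 note: plate controls were DMSO cells for no effect and high antibiotic wells for full effect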
influenza NS1A – H1N1 influenza NS1A inhibitors, functional cell based assay (AID 504329). NS1A functional cell-based assay, percent inhibition; higher % means a stronger effect. one-dose inhibition, % at 12.5 µM; IC50 in µM for titrated hits. 340,000 compounds, 0.3% hits; in the data active = a potency from the dose series; inconclusive = inhibition above about 27% without an active follow-up result; note: strong numbers were not always called active
H37Rv inhibition – M. tuberculosis growth inhibition, HTS (AID 449762) | inhibition, % at 25 µM; hits with a dose series show IC50 in µM | 330,000 compounds, 0.59% hits | M. tuberculosis H37Rv growth inhibition, 7H9 media; higher % means a stronger effect; in the data active = a potency from the dose series; inconclusive = inhibition above about 70% without an active follow-up result;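 note: bacterial growth assessed after seven days of incubation; strong numbers were not always called active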
VEEV TC-83 Vero – inhibitors of VEEV TC-83 cytopathic effect, confirmation, Vero cells (AID 588727) | Vero cells, VEEV TC-83 cytopathic effect inhibition; higher % means a stronger effect | inhibition, % at 20 µM; hits with a dose series show IC50 in µM | 350,000 compounds, 0.13% hits; in the data active = a potency from the dose series; inconclusive = inhibition mostly from about 14% at the one dose, without a potency; inactive = the rest, 99 in 100 with inhibition below about 12%; note: strong numbers were not always called active
VEEV TC-83 Vero 10K pilot screen – also measured in VEEV TC-83 Vero; calls as there; inhibition, %; measured here: 10K pilot screen inhibition
Numbers without * were called inactive; i = inactive; ? = inconclusive; . = no result given.

SMILES | Salmonella PhoP GFP | tuberculosis growth | influenza NS1A | H37Rv inhibition | VEEV TC-83 Vero | others
O=[N+]([O-])c1cc(Cl)c2cccnc2c1O | 3.1µM* | ? | -7% | 53% | ?
COc1ncnc(-c2ccccc2)c1-c1ccccc1 | -17% | -4% | -12% | 2% | 2.5%
CCOc1cc(C(=S)N2CCOCC2)ccc1OS(=O)(=O)c1ccc(OC)cc1 | 0% | -8% | 1% | 6% | 2.0%
N#CC(=C1CCCC1)c1nc(-c2ccc(Cl)cc2)cs1 | -27% | -14% | -6% | -3% | i
CCN(CC)c1ccc(N=Nc2ncn[nH]2)cc1 | 16% | -10% | . | 25% | 4.8%
Cc1nc2c(-c3ccccc3)c(C)nn2c(C)c1CC(=O)O | -6% | -8% | 8% | -1% | 0.3%
COc1ccc(S(=O)(=O)N2CCCCC2)cc1NC(=O)Cc1sc(C)nc1-c1ccc(F)cc1 | -6% | 16% | 6% | 5% | 6.6%
COc1ccc(CCC(=O)NCCc2cn3c(C)csc3n2)cc1 | 0% | 17% | 1% | -8% | 0.0%
CC(NC(=O)/C(C#N)=C/c1ccc(N2CCOCC2)cc1)c1ccccc1 (stereo not drawn) | 12% | 20% | -13% | -8% | 5.4%
O=C(NCC(c1ccco1)N1CCN(c2ccccc2)CC1)c1ccc2c(c1)OCO2 (stereo not drawn) | 6% | 18% | 2% | -2% | 0.3%
COCn1c(-c2cccc(Br)c2)nc2ccccc21 | -1% | 23% | -5% | 40% | i
COC(=O)c1ccc(OCCN2C3=NCCN3c3ccccc32)cc1 | 1% | 7% | 1% | -10% | 0.2%
CCOC(=O)NC1(C(F)(F)F)C(=O)N(Cc2ccccc2)C2=C1C(=O)CC(C)(C)C2 (stereo not drawn) | -11% | 1% | 2% | -4% | 1.5%
Cc1cc(CNC(=O)c2cccc(OC3CCN(S(=O)(=O)N(C)C)CC3)c2)on1 | -8% | -10% | 0% | -2% | 2.6%
CCOC(=O)CSc1ncnc2c1cnn2-c1ccc(C)cc1C | 3% | ? | -3% | ? | 1.0%
Cc1nc2ccc(N)cc2c(=O)n1Cc1ccc(Cl)cc1 | -9% | 12% | 2% | 4% | i
O=C(N/N=C\c1ccc(-c2ccccc2[N+](=O)[O-])o1)C1COc2cc3ccccc3cc2O1 (stereo not drawn) | -2% | 28% | 7% | -1% | 8.7%
Cc1ccc(C)c(S(=O)(=O)Nc2ccc(C(=O)NCCCN3CCOCC3)cc2)c1 | 3% | -13% | -4% | 0% | i
Cc1ccc(C(=O)OCC(=O)NC(=O)c2cccn2C)cc1[N+](=O)[O-] | 5% | 12% | -10% | -8% | 2.1%
CCOC(=O)Nc1ccccc1N1C(=O)c2ccccc2C1=O | 5% | -14% | -1% | -2% | 1.0%
Cn1cc(Br)c(C(=O)NN2C(=O)C3C(C2=O)C2C=CC3C23CC3)n1 (stereo not drawn) | 1% | 11% | -14% | -1% | 0.2%
CCOc1cccc(-c2c(C(=O)N/N=C/c3ccoc3)nnn2-c2nonc2N)c1 | 2% | 14% | 4% | 8% | 0.6%
OCCC1CN(Cc2cnc(-c3ccc(Cl)cc3)nc2)CCN1C1CCCCC1 (stereo not drawn) | 6% | 27% | 9% | 3% | 3.1%
CCc1ccc(C(=O)NCC2COc3ccccc3O2)o1 (stereo not drawn) | -2% | 55% | 0% | -2% | 0.7%
CC(=O)c1ccc(OCCCC(=O)NC2CCCc3ccccc32)cc1 (stereo not drawn) | 2% | 56% | 15% | 3% | 0.4%
Cc1cc(C(=O)NCC(=O)Nc2c(C)cccc2C)c(C)o1 | 5% | 1% | 11% | -1% | 0.6%
CCOC(=O)c1sc(N)nc1C(C)C | 2% | 6% | -8% | -3% | 0.8%
CCOCc1c(C(=O)NCC(c2ccco2)N2CCCC2)oc2ccccc12 (stereo not drawn) | . | 10% | -2% | 3% | 0.4%
CN(C)c1cc[n+](CC(=O)N2c3ccccc3Sc3ccccc32)cc1 | 3% | 7% | 11% | ? | i
CC(SCc1ccccc1)C(=O)Nc1ccccc1Br (stereo not drawn) | 0% | ? | -6% | 9% | i
CCOc1c2ccc(C(=O)NCc3ccc4c(c3)OCO4)cc2nn1CC | -7% | -1% | 1% | -2% | 0.4% | VEEV TC-83 Vero 10K pilot screen=0.5
COC(C(=O)NCc1ccc(C)cc1)c1ccccc1 (stereo not drawn) | -4% | 11% | 0% | 9% | i
COC(=O)c1cc(C)sc1NC(=O)CC1Nc2ccccc2NC1=O (stereo not drawn) | . | . | 6% | . | 0.3%
CNC[C@H]1Oc2c(NS(=O)(=O)c3ccc(OC)cc3)cccc2C(=O)N([C@H](C)CO)C[C@H]1C | . | 12% | 0% | 2% | 0.1%
Cc1nc2sc3c(c2c(=O)n1NC(=O)CCl)CCCC3 | -3% | 46% | -8% | -2% | 5.0%
CCCNC(=S)N1CCN(c2nc(-c3cccc(OC)c3)cs2)CC1 | -6% | 50% | 3% | 22% | 5.3%
CC(O)(C#CCN1CCCCC1)c1ccccc1 (stereo not drawn) | -4% | 5% | -1% | 4% | i
CC1CCCCC1NC(=O)c1cccc(N2C(=O)C3C4C=CC(C4)C3C2=O)c1 (stereo not drawn) | 3% | 10% | -3% | 0% | 1.7%
CCOc1cc(-c2ccccc2)nc(N)n1 | -5% | -6% | 10% | -4% | 2.5%
CCCn1c(N)c(C(=O)COc2ccc(Br)cc2F)c(=O)n(C)c1=O | -1% | 26% | -9% | 3% | 1.5%
CCOC(=O)c1c(NC(=O)C2c3ccccc3Oc3ccccc32)sc(C(N)=O)c1C | 5% | 8% | -4% | 3% | 1.5%
COc1ccc(C=C(C(C)=O)C(C)=O)cc1OC | 8% | -9% | 1% | 1% | 2.5%
Cc1cc(=O)n2nc(N3CCC(C(=O)N4CCN(Cc5ccccc5)CC4)CC3)sc2n1 | 10% | 4% | -16% | -3% | 0.8%
Cn1c(SCC(=O)N2CCOCC2)nnc1-c1ccc(NC(=O)c2ccccc2F)cc1 | -1% | -5% | -2% | 0% | 1.2%
CN1CCN(c2ccc(NC(=O)Oc3ccccc3)cc2)CC1 | 4% | 2% | 18% | -3% | 0.4%
COc1cccc(/C=N/NC(=S)Nc2cccc(S(=O)(=O)N(C)C)c2)c1 | 4% | 16% | -1% | 0% | i
Cc1cc(S(=O)(=O)N(C)CCc2ccccc2)ccc1-n1cnnn1 | 20% | -2% | 6% | 3% | 0.4%
Cc1cccc(Cl)c1NC(=O)N1CCCN(c2ncccc2[N+](=O)[O-])CC1 | 1% | 5% | 1% | -4% | 0.1%
CC(C)NS(=O)(=O)c1ccc(OCC(=O)N2CCN(c3ccccc3)CC2)cc1 | -2% | -1% | 1% | -10% | 0.2%
COC(=O)C(O)(c1cn(C)c2ccccc12)C(F)(F)F (stereo not drawn) | 5% | -15% | -4% | 3% | 0.1%
COC(=O)c1ccc(COc2ncnc3sccc23)cc1 | 3% | 52% | -10% | -4% | 0.7%
Cc1ccc(N=Nc2c(C)[nH]n(-c3ccccc3)c2=O)cc1 | -4% | 8% | 1% | 8% | 2.0%
Cc1onc(-c2c(F)cccc2Cl)c1C(=O)Nc1nnc(C2CC2)s1 | 1% | 14% | -21% | -3% | 4.7%
Cc1ccc(/C=N/NC(=O)CSc2nnc(-c3ccccc3)n2-c2ccc(Cl)cc2)o1 | 7% | 42% | -1% | 0% | 10%
COc1cc(NS(=O)(=O)c2ccc(NC(=S)NC(=O)c3ccco3)cc2)nc(OC)n1 | 3% | 37% | 0% | -4% | 0.2%
CNS(=O)(=O)c1cc(C(=O)OCC(=O)NC2CCCc3ccccc32)ccc1Cl (stereo not drawn) | -7% | -17% | -3% | -6% | 0.0%
O=C1c2ccccc2C(=O)N1CCc1csc(-c2cccc(Cl)c2)n1 | 7% | -13% | -1% | 6% | 1.6%
O=C(CSc1nnc(CCCOc2ccc(Cl)cc2Cl)o1)Nc1ccc(C(=O)O)cc1 | -5% | 33% | 30% | 4% | 0.3%
CCn1c(SCC(=O)c2cc(C)ccc2C)nc2cc(S(=O)(=O)N3CCOCC3)ccc21 | -1% | 22% | -4% | -1% | 8.5%
COc1ccc(NC(=O)C2CCCN2S(=O)(=O)c2ccc(Cl)cc2)cc1 (stereo not drawn) | 7% | 7% | 6% | -4% | i
Carrying on:
SMILES | Salmonella PhoP GFP | tuberculosis growth | influenza NS1A | H37Rv inhibition | VEEV TC-83 Vero | others
CCCc1cc(=O)oc2cc(C)cc(OCC(=O)N3CCC(C(=O)O)CC3)c12 | 10% | -9% | 3% | -9% | 0.6%
CCN(Cc1nc2cc(Cl)ccc2c(=O)[nH]1)C(=O)c1cc2c(s1)CCCCC2 | . | . | -9% | . | 5.3%
BrC(/C=N/N1CCN(Cc2ccccc2)CC1)=C/c1ccccc1 | 0% | 35% | 4% | 1% | i
COCCn1c(=O)[nH]c2cc(C(=O)NCC3CCCO3)ccc2c1=O (stereo not drawn) | -8% | -15% | -6% | -7% | 3.5%
CCN(CC)S(=O)(=O)c1ccccc1/C=N\O | 3% | -7% | -2% | 1% | i

Structures shown so far containing a Cl atom (13):
SMILES | Salmonella PhoP GFP | tuberculosis growth | influenza NS1A | H37Rv inhibition | VEEV TC-83 Vero | others
O=[N+]([O-])c1cc(Cl)c2cccnc2c1O | 3.1µM* | ? | -7% | 53% | ?
N#CC(=C1CCCC1)c1nc(-c2ccc(Cl)cc2)cs1 | -27% | -14% | -6% | -3% | i
Cc1nc2ccc(N)cc2c(=O)n1Cc1ccc(Cl)cc1 | -9% | 12% | 2% | 4% | i
OCCC1CN(Cc2cnc(-c3ccc(Cl)cc3)nc2)CCN1C1CCCCC1 (stereo not drawn) | 6% | 27% | 9% | 3% | 3.1%
Cc1nc2sc3c(c2c(=O)n1NC(=O)CCl)CCCC3 | -3% | 46% | -8% | -2% | 5.0%
Cc1cccc(Cl)c1NC(=O)N1CCCN(c2ncccc2[N+](=O)[O-])CC1 | 1% | 5% | 1% | -4% | 0.1%
Cc1onc(-c2c(F)cccc2Cl)c1C(=O)Nc1nnc(C2CC2)s1 | 1% | 14% | -21% | -3% | 4.7%
Cc1ccc(/C=N/NC(=O)CSc2nnc(-c3ccccc3)n2-c2ccc(Cl)cc2)o1 | 7% | 42% | -1% | 0% | 10%
CNS(=O)(=O)c1cc(C(=O)OCC(=O)NC2CCCc3ccccc32)ccc1Cl (stereo not drawn) | -7% | -17% | -3% | -6% | 0.0%
O=C1c2ccccc2C(=O)N1CCc1csc(-c2cccc(Cl)c2)n1 | 7% | -13% | -1% | 6% | 1.6%
O=C(CSc1nnc(CCCOc2ccc(Cl)cc2Cl)o1)Nc1ccc(C(=O)O)cc1 | -5% | 33% | 30% | 4% | 0.3%
COc1ccc(NC(=O)C2CCCN2S(=O)(=O)c2ccc(Cl)cc2)cc1 (stereo not drawn) | 7% | 7% | 6% | -4% | i
CCN(Cc1nc2cc(Cl)ccc2c(=O)[nH]1)C(=O)c1cc2c(s1)CCCCC2 | . | . | -9% | . | 5.3%

Reprinted at random: two compounds from above.
SMILES | Salmonella PhoP GFP | tuberculosis growth | influenza NS1A | H37Rv inhibition | VEEV TC-83 Vero | others
CC(SCc1ccccc1)C(=O)Nc1ccccc1Br (stereo not drawn) | 0% | ? | -6% | 9% | i
COc1ccc(S(=O)(=O)N2CCCCC2)cc1NC(=O)Cc1sc(C)nc1-c1ccc(F)cc1 | -6% | 16% | 6% | 5% | 6.6%

This is a random part of the collection. About 1.5% of those tested had a hit in this group.
